# TbHK1 inh – Trypanosoma brucei hexokinase 1 inhibitors, primary screen, biochemical, G6PDH-coupled NADH absorbance, MLSCN library | recombinant TbHK1, G6PDH-coupled NADH A340 | inhibition, % at 10 µM | 0.11% of 220,000 active | AID 1430, 2008;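 active means inhibition of 50% or more in the single-dose primary screen; inactive means inhibition below 50%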
# zfTRPN1 agonist – zebrafish TRPN1 channel agonists, primary screen, cell-based, HEK293, calcium fluorescence; AID 1424, 2008; HEK293 zebrafish TRPN1-YFP, Fluo-8 calcium fluorescence; 100% = response to 87 µM carbachol; activation, % at 3 µM; 0.18% of 220,000 active;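 active means activation above its plate's cutoff, the mean activation of test wells on that plate plus 3 SD, cut at about 19% in these data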;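 further: 0% = DMSO alone and 100% = 87 µM carbachol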
#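 Material: zebrafish TRPN1-YFP in HEK293 cells. Doses: one dose of 3 µM, 0.3% DMSO. Incubation: dye 1 h 37 °C plus 30 min RT. Measured by: intracellular calcium fluorescence with Fluo-8.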
# Calpain2 inh – inhibitors of pig calpain II, primary screen, biochemical, fluorogenic peptide substrate, 1536-well; purified calpain II, 30 min; inhibition, % at 16 µM; 0.37% of 220,000 active;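 active means inhibition above about 50%, limit read from the data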
# TRPML3 agonist – human TRPML3 channel agonists, primary screen, cell-based, HEK293 TRPML3-YFP, Fluo-8 calcium fluorescence, 3 µM; 100% = the carbachol control signal; activation, % at 3 µM; 0.29% of 220,000 active; AID 1448, 2008;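 active means activation above its plate's cutoff, the mean activation of the plate's test wells plus 3 SD, cut at about 12% in these data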;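 further: 0% = DMSO only wells and 100% = carbachol wells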
# Target sequence (Q8TDD5 whole entry, looked up): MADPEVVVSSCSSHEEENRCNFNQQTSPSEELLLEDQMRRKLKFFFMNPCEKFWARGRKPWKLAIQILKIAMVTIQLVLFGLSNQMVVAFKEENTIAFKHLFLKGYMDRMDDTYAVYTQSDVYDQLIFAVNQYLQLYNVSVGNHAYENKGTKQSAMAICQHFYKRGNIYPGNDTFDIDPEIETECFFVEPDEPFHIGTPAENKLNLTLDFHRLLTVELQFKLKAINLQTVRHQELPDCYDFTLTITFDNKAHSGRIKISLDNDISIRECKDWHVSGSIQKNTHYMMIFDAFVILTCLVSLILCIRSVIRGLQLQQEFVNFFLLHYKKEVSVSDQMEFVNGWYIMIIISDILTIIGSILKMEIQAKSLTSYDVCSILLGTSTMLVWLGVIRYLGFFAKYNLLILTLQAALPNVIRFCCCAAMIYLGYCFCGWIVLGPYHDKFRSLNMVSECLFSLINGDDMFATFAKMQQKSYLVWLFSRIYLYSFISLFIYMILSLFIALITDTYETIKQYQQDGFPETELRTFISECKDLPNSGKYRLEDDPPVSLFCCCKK
#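 Test system: TRPML3-YFP stable HEK293 cells. Doses: single point at 3 µM. Incubation: dye loading 1 h 37 °C then 30 min ambient, 125 s read. Signal: Fluo-8 calcium dye fluorescence, ex 470-495, em 515-575 nm. Measure: percent activation from peak-to-basal fluorescence ratio, scaled between DMSO and carbachol.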
# Furin inhibitor – human furin inhibitors, primary screen, biochemical, fluorescence intensity. inhibition, % at 30 µM. purified furin, fluorogenic substrate cleavage. 0.061% of 220,000 active. AID 463115, 2010. P09958; in the data active means inhibition above about 25%; further: inactives centre near -15
# PPC-1+TRAIL kill – compounds killing PPC-1 cancer cells with TRAIL present, primary screen, TRAIL potentiator project, ATPLite luminescence, uHTS | cell killing (% activity), % at 4 µM | PPC-1 cells + TRAIL, ATPLite viability luminescence | 0.41% of 220,000 active;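 active means cell killing above 50% in the first pass at 4 µM, then a duplicate retest at 5 µM averaging 50% or more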;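 further: plate controls were cells with TRAIL plus DMSO for no effect and medium-only wells lacking cells for full effect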
# EBV gp42 block – Epstein-Barr virus gp42 inhibitors, primary screen, biochemical, uHTS, fluorescence polarization. Glycoprotein 42 (Epstein-Barr virus (strain AG876)), Q1HVG2. Fluorescence polarization binding assay, mP read-out. inhibition, % (tested at 21.74 µM). 0.42% of 220,000 active. AID 1085, 2008; in the data active means inhibition above about 50%
# Target sequence (Q1HVG2 whole entry, looked up): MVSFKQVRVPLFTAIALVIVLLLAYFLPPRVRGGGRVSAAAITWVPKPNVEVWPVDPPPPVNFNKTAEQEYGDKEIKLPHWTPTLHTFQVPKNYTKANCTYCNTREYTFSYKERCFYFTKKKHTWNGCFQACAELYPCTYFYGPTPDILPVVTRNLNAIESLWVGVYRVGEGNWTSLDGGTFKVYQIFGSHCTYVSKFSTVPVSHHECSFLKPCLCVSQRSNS
# thrombin 1536 – human alpha-thrombin inhibitors, primary screen, counter-screen for coagulation protease inhibitor project, biochemical, 1536-well, fluorogenic AMC substrate; Prothrombin (Homo sapiens), P00734; Boc-VPR-AMC fluorogenic substrate cleavage; inhibition, % at 5 µM; 0.26% of 220,000 active;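 active means inhibition at or above 40%; inactive means inhibition below 40%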;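 further: 0% = enzyme with no compound and 100% = wells without enzyme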
#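 Test system: human alpha-thrombin protein / Dosing: one concentration per compound, 5 µM, with 0.2% DMSO / Medium: pH 7.5 Tris-saline with Tween 20 / Benchmarks: no-compound enzyme wells and no-enzyme blanks / Read-out basis: percent inhibition of thrombin substrate cleavage / Timing: reaction at room temperature / Measured by: fluorescence, ex 355 nm, em 460 nm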
# Cl transport mod – KCC2 cotransporter modulators, thallium flux, primary screen, cell-based, HEK293 KCC2, FluoZin-2 fluorescence, MLSMR; Solute carrier family 12 member 5 (Homo sapiens), Q9H2X9; KCC2 cells, thallium flux FluoZin-2 fluorescence; B-score of Tl+ flux slope (higher = more flux/activation; lower = inhibition) at 10 µM; 2.2% of 190,000 active; AID 1456, 2008;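 active means thallium flux slope and its plate-corrected score both differing from the plate sample mean at a set confidence after two filtering rounds, in either direction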;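 further: slope of fluorescence scaled to starting intensity during 10 to 20 s after thallium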
# The depositor's hits bear a star; i = inactive; . = no result given; [ ] = another dose, or the depositor's remark.
# Below each compound – TbHK1 inh | zfTRPN1 agonist | Calpain2 inh | TRPML3 agonist | Furin inhibitor | PPC-1+TRAIL kill | EBV gp42 block | thrombin 1536 | Cl transport mod
1: COC(=O)c1cc2sc(Cl)cc2n1CC(=O)Nc1ccc(OC)c(OC)c1OC
    -23 | 0.7 | -35 | 0.2 | -19 | -8 | -19 | -2 | .
2: Cc1ccc(CN=c2c([N+](=O)[O-])nn(-c3ccc(Cl)cc3)n2O)cc1
    5 | -2.6 | 11 | -1.0 | -8 | -3 | -8 | -5 | 0.056
3: CCOc1cc(/C=C2\C(=O)NN(c3ccccc3)C2=O)cc([N+](=O)[O-])c1O
    -2 | -0.3 | -61 | 0.1 | -27 | 14 | -10 | -4 | .
4: COc1ccc(CNC(=O)CCC(=O)Nc2nnc(CC(C)C)s2)cc1
    0 | 0.1 | -10 | 0.0 | -9 | -14 | -7 | -2 | 0.24
5: CC(CCc1ccccc1)N(C)CC(O)c1cccc([N+](=O)[O-])c1 (stereo not drawn)
    -2 | -2.2 | -59 | 1.0 | -8 | -3 | -2 | -14 | 0.029
6: Cc1ccsc1-c1nc(CSCC(=O)NCCN2CCCC2)c(C)o1
    -1 | -1.4 | -97 | -1.2 | -9 | -5 | 4 | -3 | -0.38
7: CCOC(=O)c1cc(C(=O)n2cc(Cl)cn2)nn1C
    -5 | -0.7 | -17 | 0.8 | -33 | 37 | -4 | 1 | 0.22
8: COc1ccc(N2C(=S)N=C(Nc3ccccc3)C23CCCCC3)cc1
    -2 | 0.7 | -13 | 0.3 | -31 | . | -11 | 101* | 23*
9: CCCn1nnnc1SCC(=O)NCc1cccs1
    5 | 1.0 | 1 | 0.1 | -38 | 5 | -6 | -8 | -0.075
10: N#C/C(=N\Nc1ccc(Cl)cc1)C(=O)c1ccsc1
    -7 | 18 | 19 | 10 | -16 | 3 | -4 | -6 | -2.6
11: CC(C)N(C(=O)CSc1nnnn1-c1ccc2c(c1)OCO2)C(C)C
    -1 | -1.1 | 1 | -0.8 | -15 | 15 | 1 | -8 | 0.022
12: CCOC(=O)c1oc2ccccc2c1NC(=O)c1ccc2c(c1)OCO2
    26 | 2.1 | 9 | 1.0 | -16 | 9 | -10 | 1 | 0.014
13: COc1cc2c(cc1Cl)C(=O)C(F)(c1ccccc1)C(=O)N2 (stereo not drawn)
    -9 | 3.3 | -9 | 1.8 | -4 | 4 | -6 | -3 | -0.27
14: CC(NC(=O)c1cc(Br)ccc1Cl)c1ccccc1 (stereo not drawn)
    -6 | -3.3 | 3 | -1.7 | -9 | 12 | -28 | 5 | -0.65
15: CC(=O)Nc1ccc(S(=O)(=O)Nc2cccc(-c3csc(C)n3)c2)cc1
    3 | 4.3 | -1 | 2.2 | -24 | -8 | -10 | -6 | -0.4
16: C=CCn1c(CNC(=O)c2ccco2)nnc1SCC(=O)Nc1cccc(Br)c1
    -1 | 0.7 | -1 | 0.2 | 2[20 µM] | 12 | -21 | 2 | -1
17: Cc1cccc(NC(=O)C2CCCN2C(=O)Oc2ccccc2)c1C (stereo not drawn)
    -2 | 0.3 | -13 | 0.2 | -23[20 µM] | -5 | -4 | 3 | -1
18: O=C(COc1ccccc1/C=C1/NC(=O)NC1=O)Nc1ccccc1
    -7 | 0.4 | 0 | 1.0 | -21 | 38 | -52 | -2 | 0.024
19: CN(CCc1nc2ccc(Cl)cc2[nH]1)Cc1nc(CC2CC2)no1
    8 | 0.6 | 13 | 0.1 | 1 | -2 | -1 | 9 | -1.9
20: Cc1occc1C(=O)NNC(=S)NCc1ccc(Cl)cc1
    -10 | -0.5 | -8 | 0.1 | -27 | -7 | -7 | -25 | 0.34
21: Cc1nnc(NC(=O)c2c(-c3ccccc3Cl)noc2C)s1
    -3 | -0.8 | -23 | 0.3 | -10 | -2 | -13 | 6 | .
22: CCOC(Cn1c(SCc2cc(C(C)=O)ccc2OC)nc2ccccc2c1=O)OCC
    -7 | 1.4 | -4 | 0.7 | -15 | -8 | -19 | 1 | 0.066
23: O=C(O)CSc1nnc(Cc2ccccc2)n1Cc1ccccc1
    32 | 0.7 | -7 | 0.9 | -17 | 14 | -10 | -9 | .
24: O=C(NC(Cc1ccccc1)C(=O)O)/C(=C/c1ccco1)NC(=O)c1cccc([N+](=O)[O-])c1 (stereo not drawn)
    -23 | 0.3 | -7 | 1.1 | -15 | -22 | -8 | -3 | 1.4
25: FC(F)(F)c1cccc(-c2ccn3ncnc3n2)c1
    -1 | -1.0 | 3 | 1.0 | -25 | 21 | -13 | -5 | 0.8
26: O=C(Nc1ccccc1)c1ccccc1Oc1ccc(C(F)(F)F)cc1[N+](=O)[O-]
    7 | 0.1 | 15 | -0.1 | -16 | 0 | -4 | -1 | 0.67
27: Cc1ccc(NC(=O)Cc2nnc(SCC(=O)Nc3ccccc3)n2C)cc1
    34 | 0.3 | -4 | -0.6 | -7 | -8 | -1 | -8 | 1.1
28: CCSc1nnc(-c2cc3c(s2)-c2ccccc2CC3)o1
    -4 | -0.7 | i | 0.4 | -103[20 µM] | -14 | -9 | -22 | -0.81
29: Cc1[nH]n(-c2ccc([N+](=O)[O-])cc2)c(=O)c1C=NCCN1CCN(C(=O)C(C)C)CC1
    -31 | 1.6 | -9 | 0.7 | -10 | 20 | 6 | 16 | 1.4
30: O=C(CNC(=O)c1ccccc1)N/N=C/c1ccc([N+](=O)[O-])o1
    8 | -0.3 | -8 | 0.7 | 3 | 2 | 1 | 5 | -0.2
31: COC(=O)c1ccccc1NC(=O)c1nc2nc(C)cc(C)n2n1
    -4 | 0.1 | -7 | -0.1 | -14[20 µM] | -26 | -6 | 0 | .
32: O=C1c2ccccc2NC(c2ccc(Cl)cc2Cl)N1O (stereo not drawn)
    7 | -0.4 | -19 | -0.5 | -12 | 16 | -5 | -2 | 3.8*
33: CCOc1ccc(OC(=O)C(CCS(C)(=O)=O)N2C(=O)c3ccccc3C2=O)cc1 (stereo not drawn)
    -6 | 1.7 | 4 | 1.0 | -13[20 µM] | 6 | -1 | -4 | -0.5
34: Cc1nc(C(F)(F)F)c(C(=O)NC(=O)Nc2ccccc2)s1
    -1 | 2.2 | 6 | 0.2 | -13[20 µM] | 22 | -3 | -1 | -0.15
35: Cc1ccsc1C(=O)OCC(=O)Nc1cccc(S(=O)(=O)NC2=NCCCCC2)c1
    -1 | -0.8 | 0 | 1.2 | -18 | 17 | -12 | -13 | -0.21
36: O=C(CN1CCN(Cc2ccccc2)CC1)NCC1COc2ccccc2O1 (stereo not drawn)
    -3 | 0.3 | -8 | 0.4 | 12[20 µM] | 3 | -19 | -1 | -0.048
37: CCS(=O)(=O)Nc1ccc(C(=O)c2ccccc2)cc1
    -35 | 2.6 | -2 | -0.1 | -7[20 µM] | 32 | -21 | 4 | 0.096
38: CC(C)(C)NC(=O)C(c1ccccn1)N(C(=O)c1csnn1)C1CCCCC1 (stereo not drawn)
    -3 | 0.8 | 14 | 0.3 | -18 | 19 | -15 | -7 | -0.15
39: CCCCc1[nH]nc2c1C1(C(=O)N(CC)c3ccccc31)C(C#N)=C(N)O2 (stereo not drawn)
    6 | 0.5 | -11 | 0.5 | -29 | -4 | -10 | 0 | -0.028
40: CCNCc1cc(Cl)cc(OC)c1OC(C)C
    3 | 1.0 | 5 | 0.5 | -30 | 12 | -18 | -3 | 0.56
41: O=C(CCCSc1nc2ccccc2[nH]1)Nc1nnc(-c2ccccc2)o1
    5 | -0.2 | -14 | -1.5 | -1 | 9 | -12 | 4 | -1.1
42: C/C(=N\N=C\c1ccc(N(C)C)cc1)c1cccc([N+](=O)[O-])c1
    -3 | -0.5 | -9 | 0.5 | -23 | 17 | -9 | -6 | -0.19
43: CC(C)c1cccc(C(C)C)c1NC(=O)c1ccccc1
    -1 | -0.8 | -15 | -0.2 | -17 | 13 | -4 | 2 | 0.45
44: CC(=O)N1Cc2ccccc2CC1C(=O)O (stereo not drawn)
    0 | -0.1 | 0 | 0.9 | -13[20 µM] | 22 | -4 | 7 | 1.7
45: S=C(NCCc1ccccc1)N1CCN(C23CC4CC(CC(C4)C2)C3)CC1
    2 | 5.1 | 31 | 0.7 | -5 | 10 | -5 | -3 | -0.13
46: CCCOc1ccc(N2C(=O)CC(SC(=NC)Nc3ccc(F)cc3)C2=O)cc1 (stereo not drawn)
    -12 | 0.9 | -36 | 1.0 | -17[20 µM] | 8 | -5 | -10 | 0.22
47: COCCSc1nnc(NC(=O)c2cc(C(=O)OC)cc([N+](=O)[O-])c2)s1
    -14 | 1.0 | 38 | 0.9 | -25 | 17 | -10 | 2 | 0.67
48: CC1C(=O)CCC1(C(=O)O)c1ccccc1 (stereo not drawn)
    -1 | 0.8 | 6 | 0.5 | -18 | 16 | -14 | -1 | 1.4
49: CCN(CC)Cc1ccccc1Sc1ccccc1
    -1 | -0.6 | 20 | -0.1 | -21 | -6 | -1 | 44* | 0.15
50: CCc1ccc(OCC(=O)NCCN(C)C)c(Br)c1
    -1 | -0.6 | 9 | 0.4 | -22 | 7 | -14 | -6 | .
51: COc1c(N2CCN(C(=S)NCc3ccccc3)C(C)C2)c(F)cc2c(=O)c(C(=O)O)cn(C3CC3)c12 (stereo not drawn)
    -30 | 1.5 | -87 | -0.2 | -21[20 µM] | 12 | -1 | -3 | -0.3
52: Cc1ccc(-n2ccc(=O)c(C(=O)O)n2)cc1
    -11 | -1.0 | -37 | 0.7 | -29[20 µM] | 3 | 10 | 1 | .
53: COc1ccc([C@H]2C=C(C(=O)O)O[C@@H](OCCCCO)C2)cc1
    -13 | . | -23 | . | -31 | -14 | -14 | -4 | 0.27
54: Cc1ccc(S(=O)(=O)N(C)CCCC(=O)Nc2cccc3ccccc23)cc1
    -2 | 3.6 | 20 | 1.6 | -10 | 9 | -4 | -5 | -2.9
55: Cc1cc(C)cc(OCC(=O)N2N=C(c3cccnc3)CC2(O)C(F)(F)F)c1 (stereo not drawn)
    7 | 2.0 | 10 | 1.4 | -3 | 19 | -4 | 0 | -1
56: CCC1(C)Cc2c(sc(NC(=O)CCC(=O)O)c2C#N)CO1 (stereo not drawn)
    -7 | 0.0 | 16 | 1.6 | -5 | -13 | -8 | 2 | .
57: Cc1cccc(C)c1OCc1nnc2c3cnn(C)c3ncn12
    1 | -0.5 | -18 | 0.2 | -6[20 µM] | 9 | -20 | -2 | -1.9
58: CCCn1nc(Oc2nc(NC(C)C)nc(N(C)C)n2)ccc1=O
    -5 | -0.6 | -17 | -0.5 | -14 | 13 | -10 | -1 | 0.18
59: CC(NC(=O)CSc1nnc(CC(=O)Nc2ccc(Cl)c(Cl)c2)n1C)c1ccccc1 (stereo not drawn)
    21 | -0.9 | 2 | -0.2 | -10[20 µM] | 10 | -96 | -7 | -0.46
60: CN(C)NC(=S)NC1CCS(=O)(=O)C1 (stereo not drawn)
    -7 | 1.8 | 27 | 1.0 | -24 | 15 | -1 | -3 | 0.64

# High-throughput results: PubChem, several laboratories

# Random draw from the library; about 3.6% have a hit in one of these screens.
